HGIII-sPLA2 inh = human group III sPLA2 inhibitors, primary screen, biochemical, QFRET, BODIPY PC-A2 liposome substrate | Group 3 secretory phospholipase A2 (Homo sapiens), Q9NZ20 | QFRET BODIPY PC-A2 liposome hydrolysis, fluorescence | inhibition, % at 12.2 µM | 0.56% of 370,000 active | AID 743126, 2013;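 active = inhibition above mean plus 3 SD of compounds lying within the high and low control bounds, cut at about 19% in these data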;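 note: 0% = median of test compound wells and 100% = no enzyme DMSO wells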
Target sequence (Q9NZ20 whole entry, looked up): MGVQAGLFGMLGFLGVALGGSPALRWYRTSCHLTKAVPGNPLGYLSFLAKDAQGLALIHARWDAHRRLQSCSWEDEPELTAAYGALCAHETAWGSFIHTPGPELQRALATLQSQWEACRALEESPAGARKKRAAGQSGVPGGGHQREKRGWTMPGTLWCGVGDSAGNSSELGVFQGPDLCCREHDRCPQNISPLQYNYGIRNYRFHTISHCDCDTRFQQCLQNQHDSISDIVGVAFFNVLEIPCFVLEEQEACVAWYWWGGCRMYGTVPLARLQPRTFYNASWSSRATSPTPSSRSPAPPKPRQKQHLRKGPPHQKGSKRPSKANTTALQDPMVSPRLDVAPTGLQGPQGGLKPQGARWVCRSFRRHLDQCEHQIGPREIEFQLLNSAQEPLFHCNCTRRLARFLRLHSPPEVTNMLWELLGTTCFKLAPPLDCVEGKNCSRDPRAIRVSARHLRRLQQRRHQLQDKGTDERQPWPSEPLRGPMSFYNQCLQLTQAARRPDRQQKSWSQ
hgDAF-12 ag = H. glycines DAF-12 receptor agonists, primary screen, cell-based, luminescence, HEK293, GAL4 fusion, UAS-luciferase | Nuclear hormone receptor DAF-12 (Heterodera glycines), GAL4 fusion | activation, % at 6.8 µM | AID 687014, 2013 | HEK293 GAL4-hgDAF12 UAS-luciferase reporter, agonist luminescence; normalized to butyrate control | 1.8% of 370,000 active;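 active = activation above a cutoff set at the mean of all screened compounds plus 3 SD, cut at about 10% in these data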;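 note: 0% = DMSO wells and 100% = sodium butyrate wells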
DAX1 inh-1 = DAX1 (NR0B1) inhibitors on StAR promoter, primary screen, cell-based, luminescence, SF-1 (NR5A1), full-length DAX-1. 1.1% of 370,000 active. HEK293T StAR-luciferase reporter, SF-1/DAX-1 repression relief. inhibition, % at 6.8 µM. AID 652010, 2013;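 active = inhibition above the mean over all tested compounds plus 3 SD, cut at about 3.6% in these data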;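 note: 0% = DAX-1 cells with DMSO and 100% = cells lacking DAX-1 with DMSO; higher inhibition means more luminescence from relief of DAX-1 repression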
hcDAF12 agonist = H. contortus DAF-12 nuclear receptor activators, primary screen, cell-based, luminescence, HEK293, lit1-tk-luc reporter. 1.4% of 370,000 active. activation, % at 6.8 µM. AID 652067, 2013. HEK293 hcDAF-12 lit1-tk-luc reporter; 0% DMSO, 100% Δ7-dafachronic acid;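 active = activation above the mean of all tested compounds plus 3 SD, cut at about 5.5% in these data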;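 note: 100% = response to 3 µM Δ7-dafachronic acid high control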
DAX1 inh-2 = DAX1 (NR0B1) inhibitors, primary screen, cell-based, HEK293, Gal4-DAX1, luciferase luminescence; Nuclear receptor subfamily 0 group B member 1 (Homo sapiens), P51843; 0.99% of 340,000 active; HEK293 Gal4-DAX1 luciferase reporter; inhibition, % at 6.75 µM; AID 504766, 2011;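 active = inhibition above the mean over all tested compounds plus 3 SD, cut at about 4.2% in these data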;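 note: 0% = DAX1-transfected cells with DMSO and 100% = empty-vector control cells with DMSO; inhibition shows as a rise in luminescence from relieved DAX1 repression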
Target sequence (P51843 207-470 limits assumed): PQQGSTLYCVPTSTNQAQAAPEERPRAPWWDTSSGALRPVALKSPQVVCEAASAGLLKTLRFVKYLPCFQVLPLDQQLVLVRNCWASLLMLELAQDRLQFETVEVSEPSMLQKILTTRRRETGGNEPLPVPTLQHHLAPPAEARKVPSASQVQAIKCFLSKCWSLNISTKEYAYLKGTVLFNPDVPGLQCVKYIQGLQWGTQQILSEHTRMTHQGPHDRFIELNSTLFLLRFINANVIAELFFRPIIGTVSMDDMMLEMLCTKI
NPR2 activator = human GC-B receptor activators, primary screen, HEK293 GC-B cells, cGMP TR-FRET, EC30 CNP; Atrial natriuretic peptide receptor 2 (Homo sapiens), P20594; 0% at EC30 CNP, 100% saturating CNP; activation, % at 10 µM; 0.11% of 370,000 active;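 active = activation at 10 µM reaching about 35% in either raw or pattern-adjusted values, limit read from the data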
FXN GAA850 act = FXN promoter activators, primary screen, cell-based, luciferase luminescence, HEK293 lucGAA850. HEK293 lucGAA850 FXN promoter luciferase reporter, 24 h; percent of 10 µM SAHA response. activation, % at 6 µM. 0.56% of 360,000 active. AID 540364, 2011;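 active = activation above the average of all compounds screened plus 3 SD, cutoff fixed separately per campaign, cut at about 7.5% in these data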;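 note: 0% = DMSO wells and 100% = 10 µM SAHA wells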
ADAM10 inh = human ADAM10 inhibitors, primary screen, biochemical, QFRET, HTS; Disintegrin and metalloproteinase domain-containing protein 10 (Homo sapiens), O14672; recombinant ADAM10, EDANS/DABCYL FRET peptide cleavage, 3 h; inhibition, % at 7 µM; 0.62% of 370,000 active; AID 720582, 2013;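 active = inhibition above a per-campaign cutoff equal to the mean of compounds falling between control-based bounds plus 3 SD, cut at about 20% in these data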;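 note: 0% = DMSO wells while the 100% control is not disclosed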
SMARCA2 act = SMARCA2 (BRM) function activators, primary screen, cell-based, luminescence, high throughput | MG213 cells, MMTV-luciferase reporter, dexamethasone, overnight | activation, % at 9.1 µM | 1% of 370,000 active | AID 652017, 2013; in the data active = activation above about 7.8%;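 note: 0% = vehicle wells and 100% = reference activator wells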
ssDAF12 agonist = S. stercoralis DAF-12 nuclear receptor activators, primary screen, cell-based, luminescence, HEK293, GRIP1 co-expression, lit1-tk-luc. activation, % at 6.8 µM. Nuclear hormone receptor DAF-12 (Strongyloides stercoralis). HEK293 ssDAF-12/GRIP1 lit1-tk-luc reporter; % of 3 µM dafachronic acid response. 1% of 370,000 active;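 active = activation above the mean over all tested compounds plus 3 SD, cut at about 0.9% in these data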;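 note: 0% = DMSO-only wells and 100% = 3 µM delta7-dafachronic acid wells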
NPR1 activator = GC-A stimulated cGMP production enhancers – HEK293 GC-A cells, cGMP TR-FRET, EC30 ANP, primary screen; Atrial natriuretic peptide receptor 1 (Homo sapiens), P16066; 0% at EC30 ANP, 100% saturating ANP; activation, % at 10 µM; 0.14% of 370,000 active; AID 1671463, 2021; in the data active = activation above about 40%
* = called active by the depositor; nt = not tested or not shown; & = joins results of further samples. These rows are one share of the data, so the mix of outcomes need not match the whole.

SMILES | HGIII-sPLA2 inh | hgDAF-12 ag | DAX1 inh-1 | hcDAF12 agonist | DAX1 inh-2 | NPR2 activator | FXN GAA850 act | ADAM10 inh | SMARCA2 act | ssDAF12 agonist | NPR1 activator
CCN1CCC2(CC1)NC(CO)(CO)CO2 | 6.8 | -0.8 | -0.4 | -0.8 | -0.3 | -2.4 | 0.3 | 5.7 | 1.8 | -0.6 | 0.1
COc1ccc(Cc2c(O)[nH]c(=S)[nH]c2=O)cc1 | 13.5 | 0.4 | -0.1 | -2.2 | 3.3 | 4.0 | -1.2 | -2.8 | -4.2 | -1.1 | 0.9
C=Cn1ccnc1P(O)(=S)c1nc(C)c(CCOC(C)=O)s1 (stereo not drawn) | 1.8 | -0.1 | -0.2 | -0.7 | -0.4 | -0.1 | 2.3 | -0.5 | -2.1 | -1.2 | 1.0
CCC(C)n1c(O)c(C=NCCc2ccccc2)c(=O)[nH]c1=S (stereo not drawn) | 15.0 | -1.0 | -0.1 | -0.8 | -0.7 | 6.1 | 0.3 | 4.7 | -0.5 | -0.5 | 6.4
CC12CCC3C(CCC4CC(=O)CCC43C)C1CC(=NO)C2=O (stereo not drawn) | -13.5 | -2.6 | -0.9 | -1.5 | 0.2 | -1.6 | 3.7 | 0.3 | -0.1 | -1.6 | -0.8
Cc1ccc2nc(C)n(-c3ccc(F)cc3)c(=O)c2c1 | 3.9 | -2.5 | -0.6 | 1.5 | nt | -1.7 | 1.1 | 3.3 | -0.3 | -1.6 | 1.3
C=CCN(c1ccc(C(=O)N(CC)CC)cc1)S(C)(=O)=O | 10.5 | 0.3 | -0.6 | 0.0 | 0.4 | 2.2 | 2.3 | -7.9 | -4.0 | -0.3 | 0.3
Cn1cccc1/C=C1/C(=O)NC(=O)N(Cc2ccccc2)C1=O | -9.1 | -0.8 | 0.3 | 1.5 | 2.4 | -1.5 | 7.2 | -9.9 | -1.0 | -1.0 | 4.6
CC(=O)Nc1ccc(OC(=O)c2ccccc2N)cc1 | 11.1 | 0.3 | -0.1 | 1.4 | -0.4 | -2.0 | -0.3 | -143.6 | 1.1 | -0.9 | 10.4
CCOc1ccc(N=Cc2c(O)n(CCc3ccc(OC)c(OC)c3)c(=O)[nH]c2=O)cc1 | 10.3 | 0.7 | 0.7 | -0.3 | -0.8 | 4.5 | -1.6 | -0.2 | -4.4 | -0.8 | 7.6
COC(=O)C1=C(c2ccc(Cl)c(C(F)(F)F)c2)C[C@@H]2CC[C@H]1N2C(=O)N1CCC(O)(c2ccc(Cl)cc2)CC1 | -15.1 | 0.3 | 0.2 | -1.2 | -0.9 | -3.5 | -3.1 | 19.4 | 0.0 | -1.3 | -2.3
Cc1cc(OCCCC(=O)NCc2cccs2)ccc1Cl | -1.7 | -4.0 | -0.3 | -0.9 | -2.1 | -1.3 | 1.1 | -1.6 | 1.2 | -1.6 | 1.6
Oc1cccc(/C=N/NP(=S)(c2ccccc2)c2ccccc2)c1 | -34.1 | -2.8 | 0.9 | 2.1 | -0.3 | -4.5 | -0.4 | 11.2 | -2.6 | -0.9 | -3.4
O=c1c2ccccc2nc(-c2ccco2)n1-c1ccc(Br)cn1 | -5.5 | 1.2 | -0.3 | -0.2 | -1.0 | 6.5 | -0.9 | 0.2 | -0.1 | -1.3 | 1.1
O=C1NCN(c2ccccc2)C12CCN(C(c1cccc3ccccc13)c1nnnn1Cc1ccccc1)CC2 (stereo not drawn) | -3.6 | 0.8 | -0.6 | -0.6 | nt | -4.5 | nt | 21.5* | -5.2 | -1.7 | -3.8
CC12CNCC(C)(CNC1)C2O (stereo not drawn) | 0.0 | -0.6 | -0.8 | -1.2 | -0.1 | 5.8 | -1.9 | 0.7 | 4.0 | -1.7 | -0.1
CCc1ccc(-n2c(O)c(C(C)=O)c(=O)[nH]c2=O)cc1 (tested in a mixture with another compound) | -3.4 | -0.4 | 0.1 | -1.1 | -0.3 | 4.7 | -1.0 | 5.3 | 0.3 | -0.9 | 3.8
CC(C)n1c(=O)c(C=Nc2ccc(Cl)cc2)c(O)n(Cc2ccco2)c1=O | -3.8 | -1.2 | 0.3 | -1.1 | nt | 1.0 | nt | -7.5 | -0.3 | -1.2 | 0.7
CC(C)[C@H]1CC2C3CC=C4C[C@@H](O)CC[C@]4(C)C3CC[C@]2(C)[C@H]1O (stereo partly drawn) | -11.6 | 2.5 | -0.2 | 1.8 | nt | 1.5 | 0.8 | 3.8 | 0.1 | -1.6 | 4.7
CCOc1ccc(-c2cc(C(=O)N3CCC4(CC3)OCCO4)c3ccccc3n2)cc1 | 5.4 | 0.1 | -0.1 | 0.8 | -0.3 | 3.7 | 2.9 | -58.4 | -1.3 | -0.4 | 3.2
Cc1ccc(N2C(=O)NC(=O)/C(=C/c3cnc(-c4ccccc4)nc3)C2=O)cc1C | -8.3 | -0.5 | -0.2 | 2.8 | -1.0 | -5.3 | 3.3 | -6.5 | 0.3 | -0.2 | -4.7
C=CCn1c(O)c(C(C)=NCCc2c[nH]c3ccccc23)c(=O)[nH]c1=O | -8.8 | 1.1 | 0.1 | -0.4 | 0.5 | -2.5 | -0.3 | 1.9 | 7.3 | -1.8 | 1.7
OC(COCc1ccc(Cl)cc1)CN1CC=C(c2ccccc2)CC1 (stereo not drawn) | -4.9&-6.5 | -2.7&-1.4 | 0.0&0.8 | -1.6&1.2 | -1.1 | 6.6 | 1.8&0.2 | -15.0&0.7 | -4.2&-5.9 | -0.9&-1.1 | -1.4
CS(=O)(=O)c1ccc(C2=C(CNC(=O)c3nccs3)[C@H]3CC[C@@H](C2)N3Cc2ccccc2)cc1 | 8.2 | 3.0 | 1.5 | 0.5 | 3.6 | -8.6 | 0.0 | -2.2 | 1.0 | -1.3 | -3.3
O=P(O)(Oc1ccccc1)OC(c1ccccc1)C(F)(F)C(F)(F)F (stereo not drawn) | 0.9 | 3.0 | -0.6 | -1.4 | -0.1 | -1.3 | 0.6 | 4.5 | -2.1 | -0.1 | 5.1
Cc1ccc(P(=S)(c2ccc(C)o2)N2CCOCC2)o1 | -0.4 | -0.2 | 1.3 | -0.8 | 1.4 | -12.5 | 0.3 | 2.8 | 3.7 | -1.0 | -6.1
CN1CCCCC1c1ccc(-c2cccnc2)nc1 (stereo not drawn) | 6.2 | 4.7 | 1.8 | -1.8 | 7.3* | 0.0 | -0.1 | -13.0 | -0.4 | 0.5 | -0.4
CN1CCN(CCC(=O)OC2CC3CCC(C2)N3C)CC1 (stereo not drawn) | 6.7 | 1.6 | 0.7 | 0.3 | 0.2 | 3.9 | -0.1 | 0.2 | -0.1 | -1.6 | 5.7
CCCCC(CC)CNCC(O)c1ccccc1 (stereo not drawn) | 4.6 | -4.0 | -0.2 | 0.1 | 0.6 | -6.1 | 2.5 | -4.5 | -1.1 | -2.3 | -4.8
COP(=O)(Sc1ccccc1)C(Cc1ccccc1)NC(=O)OCc1ccccc1 (stereo not drawn) | 8.8 | 1.8 | -2.0 | -1.1 | nt | -8.5 | nt | 2.6 | 0.4 | -1.1 | -3.0
COc1cc(OC)c(C=O)c(OC(=O)N(C)C)c1 | 2.6 | -0.3 | -0.2 | 1.0 | -2.4 | 3.4 | -0.3 | -4.4 | 2.0 | -1.1 | -0.8
N#CC(C#N)=Cc1ccc(C=C(C#N)C#N)cc1 | -7.8 | -2.7 | 0.1 | 1.8 | 0.1 | 0.1 | 3.3 | 3.7 | -0.5 | -1.1 | 5.1
O=C(CCl)NCC1CCCO1 (stereo not drawn) | 4.1 | 0.2 | -0.3 | -0.1 | -0.3 | 1.4 | 1.5 | 1.5 | 1.4 | -1.6 | -0.8
CC(C)CN(C(=O)CN1CC=C(c2ccccc2)CC1)c1c(N)n(CC(C)C)c(=O)[nH]c1=O | -5.8 | -2.5 | 0.0 | 1.8 | -0.2 | -1.6 | 2.5 | -12.5 | 0.0 | -2.2 | 1.8
Cn1cc(C=C(C#N)C#N)c2ccccc21 | -6.7 | -0.5 | 0.0 | -0.3 | 2.8 | 1.3 | 0.0 | -0.4 | -1.7 | -2.0 | -2.0
Cc1cc(Cl)ccc1C(=O)C1CCCN(C2CCSCC2)C1 (stereo not drawn) | 1.6 | 1.6 | 3.2 | 1.3 | 0.7 | -6.5 | 0.9 | -4.7 | -0.1 | -1.1 | -4.8
CC12CN3CC(C)(CN(C1)P3(=O)Oc1ccccc1)C2=O (stereo not drawn) | 7.9 | -0.5 | 0.2 | -0.6 | 0.1 | -4.0 | 1.7 | 3.1 | -1.5 | -0.6 | -1.2
COC(=O)C1=C(c2ccc(C(C)=O)cc2)C[C@@H]2CC[C@H]1N2C(=O)NC1CC1 | 1.7 | -2.4 | 0.4 | 0.9 | 0.6 | -0.2 | 1.2 | -6.1 | -1.0 | -1.3 | 0.8
CCC1CN(C)CCC1(OC(C)=O)c1ccccc1 (stereo not drawn) | 6.0 | -0.9 | 0.7 | 1.1 | 0.7 | 0.0 | -0.2 | 0.5 | -0.3 | -1.3 | 3.2
CCOc1ccc(-n2c(O)c(C=Nc3ccc(NC(C)=O)cc3)c(=O)[nH]c2=O)cc1 | -3.8 | 0.8 | 0.1 | -0.8 | -0.1 | 4.0 | -0.7 | -0.9 | -1.0 | -0.5 | -1.1
O=[N+]([O-])c1ccc(Cl)c([N+](=O)[O-])c1 | -3.7 | -0.7 | -0.9 | -1.4 | -0.8 | -1.8 | 8.0* | -12.3 | -2.9 | -0.7 | 2.1
Cc1cc(N(CCCl)CCCl)ccc1/C=N/NC(=O)c1ccco1 | 6.4 | 5.7 | 0.1 | -0.8 | -1.3 | 0.9 | -0.5 | -18.3 | 3.0 | 0.1 | -9.2
CCOC(=O)CC(SP1(=S)OCC2(CCCCC2)CO1)C(=O)OCC (stereo not drawn) | -3.9 | 2.2 | 0.0 | 1.3 | -0.8 | 5.6 | 1.7 | -9.7 | -7.4 | -0.1 | 4.0

Screening data as filed in PubChem.
